Bioassay records from PubChem BioAssay.
aSyn 5UTR inh: 5' untranslated region of α-synuclein, MLPCN primary screen. 300,000 compounds, 0.82% hits. alpha-synuclein 5'UTR reporter, inhibitor activity. AID 1813. inhibition, % (tested at 7.5 µM); in the data active = inhibition above about 60%; inconclusive = no clear call, values can overlap the other calls;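 note: H4 neuroglioblastoma cells stably carrying SNCA 5'UTR luciferase fusion; 0% = DMSO wells and 100% = positive control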
Platelet DG rel: platelet dense granule release activity. human platelet-rich plasma, SFLLRN dense granule ATP release, luminescence. inhibition, %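 (compounds screened at 7.5 µM in platelet-rich plasma)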. 300,000 compounds, 0.22% hits. AID 1663;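 active = mean replicate score, as percent of positive control, at or above 50; inconclusive = mean below 50 but at least one replicate at or above 50; inactive = mean and every replicate below 50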
HSF1 inh: HSF1 inhibition; 300,000 compounds, 0.77% hits; activity change, negative = inhibition, % at 7.5 µM (by protocol); AID 2098; NIH3T3-HGL HSE-luciferase, MG132-induced, luminescence 8 h; active compounds read low;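 active = more than half of replicate wells show activity change below -50%, luminescence cut by over half; inconclusive = some wells, but at most half, below -50%; inactive = no replicate well below -50%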;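 note: luciferase reports HSF-1 transcriptional activity via heat shock element; 0% = median of DMSO wells and -100% = zero luminescence signal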
HSF-1 act: increases HSF-1 driven luciferase reporter signal; 300,000 compounds, 1.7% hits; activation, % at 9 µM; AID 504408; NIH3T3-HGL HSF-1 luciferase reporter, MG132, 8 h; 100% = twice DMSO control signal;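 active = mean replicate activation of at least 50% with a set share of replicates each reaching 50%; inconclusive = only one of those two conditions met; inactive = mean below 50% and too few replicates reaching it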;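 note: 0% = median of the neutral control wells and 100% = twice that signal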
HSP90 refold inh: inhibitors of HSP90 luciferase refolding in rabbit reticulocyte lysate. luciferase refolding luminescence, 3 h. inhibition, % at 5.6 µM. 290,000 compounds, 0.91% hits. AID 1789;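 active = inhibition above the screen-wide mean plus 3 SD, computed separately per campaign, cut at about 16% in these data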;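 note: 0% = DMSO wells and 100% = 60 µM geldanamycin wells; inhibitors lower the luminescence because luciferase stays unfolded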
KLF5 inh: kruppel-like factor 5 inhibition; inhibition, % at 5 µM; DLD-1 KLF5 promoter-luciferase reporter, luminescence; AID 1700; 290,000 compounds, 0.23% hits;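 active = inhibition above a per-plate limit of that plate's mean compound inhibition plus 3 SD, cut at about 60% in these data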;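 note: 0% = DMSO wells and 100% = LY294002 at 200 µM; higher means less KLF5 promoter-driven luciferase light; inactives centre near -14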
HIF act: HIF pathway transcriptional activation. activation, % at 7.5 µM (by protocol). U2OS HRE-luciferase reporter, luminescence; normalized: DMSO 0%, desferrioxamine 100%. AID 1910. 300,000 compounds, 0.32% hits;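 active = mean activation of at least 10% of the iron chelator positive control signal, with at least half of replicates also reaching 10%; inconclusive = mean and replicate majority disagree about reaching 10%; inactive = mean and most replicates under 10%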
IEC-6 cytotox: IEC-6 cytotoxicity, counter-screen for KLF5 inhibitors; 290,000 compounds, 0.78% hits; inhibition, % at 5 µM; luminescence viability; in the data active = inhibition above about 22%;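 note: 0% = plate median of test compound wells and 100% = cytotoxic reference compound wells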
SKKanGAS inh: blocks kanamycin growth of S. pyogenes SKKanGAS strain | BacTiter-Glo, 6 h | inhibition, % at 7.5 µM | 300,000 compounds, 1.3% hits | AID 1662;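 active = mean replicate score, as percent of positive control median, at least 50; inconclusive = mean below 50 but one replicate at or above 50; inactive = mean and every replicate below 50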;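 note: strain carries kanamycin resistance gene driven by streptokinase promoter and grows in 40 µg/ml kanamycin; loss of luminescence reflects streptokinase promoter inhibition or plain growth inhibition; 0% = median of DMSO wells and 100% = positive control at its reference dose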
AI-2 QS modul: modulates the Vibrio harveyi AI-2 quorum sensing system; Vibrio harveyi JMH597 AI-2 luminescence/OD600 ratio, 9 h; active compounds read low; strain lacks LuxN and CqsS sensors; 0 = neutral-control median; activity change, % at 7.5 µM; 300,000 compounds, 0.4% hits; AID 2094; in the data active = activity change below about -75%, passing the limit was not always enough; inconclusive = no clear call, values can overlap the other calls;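 note: luminescence divided by OD600 gain over 9 h not by final OD600 alone; inactives centre near 13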
* marks the source's active call; other numbers are inactive results; u = inconclusive; x = not tested or not shown. Hits appear at their usual frequency; about 6% have a hit in one of these screens.

Values run as follows: aSyn 5UTR inh	Platelet DG rel	HSF1 inh	HSF-1 act	HSP90 refold inh	KLF5 inh	HIF act	IEC-6 cytotox	SKKanGAS inh	AI-2 QS modul
- CS(=O)(=O)N1CCC(C(=O)NCc2ccc(F)cc2Cl)CC1
→ 4	1	2	23	4	20	-0.3	2	0	-1
- O=C(CC1C(=O)NC2CCCCC2N1C(=O)c1ccc([N+](=O)[O-])cc1)Nc1ccccc1 (stereo unspecified)
→ -11	2	4	-2	1	-14	-0.3	3	0	32
- COC(=O)C1(C(F)(F)F)N=C(C(F)(F)F)Nc2ccc(Cl)cc21 (stereo unspecified)
→ -19	5	3	-5	8	-12	-0.4	7	1	11
- O=C(Cc1cccs1)Nc1cccc(-c2nnc(-c3ccco3)o2)c1
→ 11	11	-4	0	0	-20	1.4	6	-9	4
- Cn1cnc2c1c(=O)n(Cc1cccc(F)c1)c(=O)n2C
→ 6	-10	-9	-2	-2	-13	-0.9	2	-5	17
- Cn1c(SC/C=C/c2ccccc2)nnc1-c1ccco1
→ -17	2	13	37	1	-28	0.7	-3	8	-58
- O=C(NCC(c1cccnc1)N1CCOCC1)c1cccs1 (stereo unspecified)
→ -15	-4	0	0	3	-1	-1.1	0	-2	21
- Cc1cc([N+](=O)[O-])nn1CC(=O)N1CCCc2ccccc21
→ -13	-1	1	2	-2	5	-0.1	2	3	14
- CC(C)Sc1nc2ccccc2n1CC(=O)O
→ 3	-1	-3	-5	-4	-33	-0.3	-6	23	25
- O=C(Nc1ccc(Br)cc1)C1CCCN1S(=O)(=O)c1cccs1 (stereo unspecified)
→ -24	4	-6	22	-4	-38	-0.3	2	-3	14
- O=C(CSc1nc(C(F)(F)F)cc(=O)[nH]1)N1CCCC1
→ -2	0	-7	6	x	x	-0.1	x	-16	25
- COc1ccc(C2c3cc(OC)c(OC)cc3CCN2C2CC(=O)N(c3ccccc3)C2=O)cc1OC (stereo unspecified)
→ 33	5	-8	5	13	2	-0.2	-3	-5	27
- O=C(COC(=O)c1c[nH]c(=O)[nH]c1=O)Nc1ccccc1Br
→ -7	82*	-4	-1	-7	-19	-0.6	-3	-7	0
- N#CCc1nn2c(-c3ccccc3)ccnc2c1C#N
→ -11	3	0	13	-1	-2	-16	-7	-2	12
- CC(=O)C1=C(C)NC(=O)NC1c1ccccc1 (stereo unspecified)
→ 5	1	-2	-17	0	-10	0.1	1	9	25
- O=C1CN(C(=O)CSc2nc3ccccc3c(=O)n2CCCN2CCOCC2)c2ccccc2N1
→ 10	-1	4	8	-2	-12	1.1	-8	-11	23
- O=C(Nc1cccc(C(=O)N2CCOCC2)c1)c1ccccc1Br
→ -1	-7	-9	-11	-3	-22	0.2	5	21	17
- CC(C)COC(=O)CNc1n[nH]c(=S)[nH]c1=O
→ 16	1	-3	0	4	-2	-0.1	1	2	-10
- CSCCC(NS(=O)(=O)c1ccc(C)cc1)C(=O)N1CCCC1 (stereo unspecified)
→ 1	1	-6	9	3	-37	-12	-4	3	x
- CC12CCC(C(=O)NCc3cccnc3)(OC1=O)C2(C)C (stereo unspecified)
→ 19	-2	-6	3	8	-13	-0.3	-1	-2	11
- COc1ccc(S(=O)(=O)N2CCN(CCC(=O)Nc3ccc(F)cc3)CC2)cc1
→ 12	-13	0	-3	-3	-7	-2.3	5	2	20
- CCCOc1ccc(-c2csc3ncn(Cc4ccc(C(=O)O)cc4)c(=O)c23)cc1
→ -19	1	-4	-8	12	-7	-0.1	-5	17	-14
- CC(=O)Nc1ccc(S(=O)(=O)N2CCN=C2SCc2ccccc2C)cc1
→ 5	-10	7	11	-1	-20	0.0	-6	6	13
- CCOc1cc(C(=O)NCc2ccncc2)cc(OCC)c1OCC
→ -3	0	-7	5	-2	-1	0.1	1	-2	8
- CCOC(=O)N1CCN(C(c2cccnc2)c2ccc3cccnc3c2O)CC1 (stereo unspecified)
→ -9	3	26	68*	13	19	1.6	4	4	-8
- COc1ccccc1C(=O)NNC1CC(=O)N(c2ccc3c(c2)OCCO3)C1=O (stereo unspecified)
→ -46	-23	-8	-4	1	15	-0.1	3	-4	15
- Cc1ccccc1Nc1nccc(N(C)C)c1C#N
→ 4	-1	-3	1	6	11	0.8	5	-6	11
- Cc1ccc(NC(=O)c2cncc(Br)c2)cc1S(=O)(=O)N(C)C
→ -127	-1	15	22	-6	-131	2.0	-3	28	-46
- CCn1ncc(C2=NOC(C(=O)Nc3c(C)nn(Cc4ccc(F)cc4)c3C)C2)c1C (stereo unspecified)
→ 5	-1	-7	-5	2	-43	-0.3	-1	4	9
- CCS(=O)(=O)N1CCN(S(=O)(=O)c2ccccc2[N+](=O)[O-])CC1
→ -17	4	-2	23	-2	-11	-0.1	-7	-1	21
- Cc1cc(C)n(-c2nc(Nc3ccccc3)nc(-n3nc(C)cc3C)n2)n1
→ -8	11	0	-6	-1	-7	-0.2	-2	40	19
- COc1ccc(OC)c(CNC(=O)C2CCC(=O)N(CCCN3CCCC3=O)C2)c1 (stereo unspecified)
→ -1	-2	-6	1	-4	-37	-0.5	1	-2	30
- CCCCNC(=O)CC1N=C2c3ccccc3N=C(SCC(=O)Nc3ccccc3C)N2C1=O (stereo unspecified)
→ -4	6	11	27	-1	-26	-16	-2	5	30
- Cc1nnc(NC(=O)CSc2ccc3nnc(-c4cccnc4)n3n2)s1
→ 4	0	0	23	-2	-11	0.2	0	-16	14
- COc1ccc(CNCc2cc3c(cc2[N+](=O)[O-])OCO3)cc1
→ -12	-8	3	-5	5	-11	2.5	-2	0	7
- Cc1ccccc1C(=O)Nc1ccc2c(c1)nc(CCNC(=O)c1ccco1)n2C
→ -31	8	-3	-10	4	-45	0.9	-1	-10	9
- CCCCOc1ccc(C2C(C(=O)c3ccc(C)o3)=C(O)C(=O)N2Cc2ccco2)cc1 (stereo unspecified)
→ 2	8	u	-67	-3	-10	-0.2	-3	32	37
- CC(=O)Nc1ccc(NC(=O)CSc2nccn2Cc2ccccc2)cc1
→ -23	10	0	23	-1	-41	0.2	-4	-3	14
- CC(C)Oc1cccc(C(=O)N/N=C/c2ccoc2)c1
→ x	x	x	x	-3	-37	x	-5	x	46
- COc1ccc(NC(=S)Nc2ccccc2C(F)(F)F)cc1
→ -17	5	-7	-9	3	-23	1.6	-9	-8	-2
- c1coc(CNCC2OCCc3ccccc32)c1 (stereo unspecified)
→ -10	12	-5	3	-1	5	0.1	5	-3	11
- O=C(CSCc1nc2ccccc2[nH]1)Nc1ccc(Oc2ccccc2)cc1
→ 35	-1	-1	6	-4	-19	-0.8	-1	13	10
- O=C(NNC(=O)C1CCC(C(=O)NNC(=O)c2cccs2)CC1)c1cccs1 (stereo unspecified)
→ -3	-4	-2	1	-4	-23	0.1	-1	-4	2
- CC(=O)N(CCCN(C)C)CCC(C)CCC=C(C)C (stereo unspecified)
→ 7	-3	-3	-12	0	-36	0.4	2	-4	8
- c1ccc2nc(N3CCCC3)c(N3CCCC3)nc2c1
→ 20	2	1	-3	-5	17	0.6	-3	9	-10
- Cc1c(/C(Cc2ccccc2)=N/O)c2ccccc2n1C
→ 13	10	-2	-3	-3	12	0.0	-3	-1	16
- CS(=O)(=O)N1CCN(c2ccc(NC(=O)c3cc4ccccc4o3)cc2)CC1
→ -116	-10	16	13	-5	-83	1.1	-2	-1	9
- COn1c(SC2CCCCC2)nc2ccccc2c1=O
→ 18	4	-9	-10	10	10	-0.3	4	2	-1
- O=C(C1=NOC(CNc2ncc(C(F)(F)F)cc2Cl)C1)N1CCOCC1 (stereo unspecified)
→ 19	2	5	7	-2	-25	-0.1	4	-8	12
- COc1cc(OC)c(NS(=O)(=O)c2cn(C)cn2)cc1Cl
→ -12	0	-10	-2	4	-7	x	2	-3	3
- CC1C(C)C(O)(c2ccccc2)CCN1C (stereo unspecified)
→ -7	-2	-6	-5	-1	-9	-1.0	3	1	30
- Cc1ccc(NC(=O)c2sc3nc[nH]c(=O)c3c2C)c(C)c1
→ -30	1	5	3	2	-11	1.4	2	1	16
- O=C(CCNS(=O)(=O)c1ccccc1)N1CCCCCC1
→ -20	-9	5	11	4	-61	1.1	-6	-3	3
- O=C(COc1ccccc1Cl)NCCNC(=O)c1ccncc1
→ -24	-12	-1	6	0	-31	3.8	-1	1	24
- N#C/C(=C\c1ccc(N2CCOCC2)cc1)c1ccccc1
→ -132	3	-4	-16	-2	-163	4.8	-2	3	30
- O=C(Oc1ccc(N2C(=O)C3C4CCC(C4)C3C2=O)cc1)c1ccco1 (stereo unspecified)
→ -10	1	-6	-10	1	-19	-0.1	-2	7	15
- CCOc1ccccc1NC(=O)C(OC(=O)c1ccc(N(C)C)cc1)c1ccccc1 (stereo unspecified)
→ -16	-10	-3	5	-1	-53	0.6	1	6	22
- COc1ccc(CN2CCNC(=O)C2CC(=O)N(C)Cc2cc(C)no2)cc1OC (stereo unspecified)
→ -10	3	3	5	-3	-28	-0.3	-2	7	10
- CNC(=O)NC(=O)CSc1nc2cc(C(=O)OC)ccc2c(=O)n1-c1ccccc1
→ 10	4	-5	2	5	9	-0.4	-5	7	17
- Cc1cc(C)c(C)c(S(=O)(=O)N2CCSCC2)c1C
→ 14	0	4	-4	6	-1	-1.1	3	-4	-3

More compounds.
Values run as follows: aSyn 5UTR inh	Platelet DG rel	HSF1 inh	HSF-1 act	HSP90 refold inh	KLF5 inh	HIF act	IEC-6 cytotox	SKKanGAS inh	AI-2 QS modul
- O=C(NCc1ccccc1)C(=O)NCC(c1ccco1)N1CCN(c2ccccc2F)CC1 (stereo unspecified)
→ -17	1	4	-6	1	-12	-0.1	-5	-1	15
- CCCn1c(SCC(=O)Nc2ccc(S(=O)(=O)N(C)C)cc2)n[nH]c1=O
→ 1	-3	-1	-1	2	-7	-0.2	2	-5	-15
- O=[N+]([O-])c1ccccc1/C=N/N1CCN(Cc2ccccc2)CC1
→ -101	2	15	10	-3	-70	1.4	0	6	20
- CCn1c(SCC(=O)Nc2ccc(NC(=O)c3ccco3)cc2)nnc1-c1cccs1
→ -35	10	4	18	2	-13	0.8	0	-1	27
- N#Cc1cnn(-c2nc(SCc3ccccc3)nc3sc4c(c23)CCCC4)c1N
→ 8	9	6	9	2	26	-0.5	-5	17	21
- CC(=O)c1ccc(Oc2cnccn2)cc1
→ 19	-1	-3	6	-1	5	0.0	-6	7	17
- O=c1sc2ccccc2c(N2CCN(c3ccccc3)CC2)c1[N+](=O)[O-]
→ 12	0	-3	8	1	-32	0.1	-4	2	5
- CCC(=O)Nc1c2c(nn1-c1ccccc1)CSC2
→ -2	-9	-2	-19	-5	-10	-0.5	2	2	9
- COc1ccc(CCN2C(=O)NC(NS(=O)(=O)c3ccc(N)cc3)(C(F)(F)F)C2=O)cc1OC (stereo unspecified)
→ 25	0	2	-5	-4	8	-0.2	6	-2	20
- O=C(Nc1cccc(Cl)c1)c1ccc(NCC2CCCO2)c([N+](=O)[O-])c1 (stereo unspecified)
→ -57	1	4	6	2	-11	0.6	7	-3	19
